PGC1a acetyl inh – PGC1a acetylation modulation, inhibitor mode. U2OS PGC1a acetylation, AlphaScreen anti-acetyl-lysine; with virally co-expressed GCN5 acetyltransferase. inhibition, % at 15.6 µM. 350,000 compounds, 0.17% hits. AID 651687;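 active = every replicate shows inhibition of at least 40%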;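 note: 0% = neutral control wells and 100% = positive control wells; some results beyond the cut were filed as inactive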
LGR2 antag – inhibitors of bursicon-induced Drosophila LGR2 receptor cAMP signaling; HEK293 LGR2, CRE-luciferase, bursicon-stimulated, 4 h; inhibition, % at 9.99 µM; 380,000 compounds, 0.35% hits;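 active = drop in luminescence signal, shown as inhibition above about 50% in the replicate tests, limit read from the data, passing the limit was not always enough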;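 note: agonist challenge used bursicon conditioned medium at about half maximal strength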
Cneo AK release – Cryptococcus neoformans lysis via adenylate kinase release. C. neoformans lysis, adenylate kinase release luminescence, 4 h; normalised: neutral wells 0, clomiphene wells 100. lysis activity, % at 15 µM. 360,000 compounds, 0.2% hits. AID 651654;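 active = mean lysis activity across replicates of at least 80%, whatever share of replicates individually reach that level; inactive = mean lysis activity below 80%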
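Material – log-phase Cryptococcus neoformans yeast cells · Input – 5 × 10^6 yeast cells/mL · Medium – fresh YPD growth medium · Doses – single compound concentration per well · Timing – static 4 h at 37 °C with compound, 1 h detection · Detection – adenylate kinase release luminescence · Read-out – signal increase indicating cell lysis · Control set – Clomiphene as positive lysis control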
INS-1E GSIS act – GLuc luminescence reporter in INS-1E cells, primary screen for activators of glucose-dependent secretion of insulin; 370,000 compounds, 0.61% hits; AID 743287; activation, % at 16.6 µM; INS-1E GLuc reporter insulin secretion, 2-3 h;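 active = lowest replicate activation of at least 40%, so every replicate reaches that level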;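 note: 0% = median of neutral control wells and 100% = median of IBMX positive control wells; some compounds called inactive have numbers as strong as hits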
ARNT-TACC3 inh – ARNT/TACC3 interaction disruption. Q9Y6A5. AlphaScreen His-ARNT PAS-B/GST-TACC3 binding, luminescence; TACC3 fragment carries E629A point mutation. inhibition, % at 9.99 µM. 390,000 compounds, 0.66% hits. AID 623870;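 active = mean inhibition of replicates at least 50% and at least half of replicates each reaching 50%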;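 note: 0% = complete ARNT plus TACC3 wells and 100% = ARNT alone without TACC3; many hits fall short of the cut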
PAX8 inh HTS – lowers PAX8-driven luciferase in RMG-I cells; inhibition, % at 12.6 µM; AID 652154; RMG-I TPO-luciferase reporter, SteadyGlo, 24 h; 360,000 compounds, 1.2% hits;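 active = mean replicate inhibition at least 60% with every replicate also reaching 60%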;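 note: luciferase light reporting Pax8 driven TPO promoter activity; plate controls were median of neutral control wells for no effect and mitoxantrone controls for full effect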
PglD inh – PglD (C. jejuni) enzyme inhibition. AID 602405. purified PglD enzyme, DTNB colorimetric CoA detection. 360,000 compounds, 0.098% hits. inhibition, % at 12.5 µM; in the data active = inhibition above about 16%, passing the limit was not always enough; note: strong numbers were not always called active
Statin myotox sup – suppressors of simvastatin-induced myotoxicity in C2C12 myotubes | ATP luminescence, 48 h; scaled: DMSO 0, geranylgeraniol control 100 | rescue of ATP level, % at 7.49 µM | 330,000 compounds, 0.78% hits | AID 602340;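 active = mean ATP rescue above about 67%, or every replicate alone reaching that limit, limit read from the data, passing the limit was not always enough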;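 note: myotubes were challenged with 10 µM simvastatin during compound exposure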
* hit, by the source's call; . = no result given; & = joins results of further samples.

SMILES	PGC1a acetyl inh	LGR2 antag	Cneo AK release	INS-1E GSIS act	ARNT-TACC3 inh	PAX8 inh HTS	PglD inh	Statin myotox sup
CC(NC(=O)CCCC1CCCCC1)c1ccc(S(N)(=O)=O)cc1 (stereo not drawn)	12	-2	-1	-7	-3	10	2	-5
CN(C)CC(=O)Nc1nc(-c2ccccc2)cs1	20	-29	.	7	5	.	.	.
CCOC(=O)C1=C(C)NC(C)=C(C(=O)OCC)C1c1ccc([N+](=O)[O-])s1	-9&-5	6&-4	-2&1	-48&-57	13	19&14	-4&2	1
C[C@H](NC(=O)C[C@H]1C[C@H]2c3cc(NC(=O)Cc4ccncc4)ccc3O[C@H]2[C@@H](CO)O1)c1ccccc1	-8	13	-3	-2	2	-15	-1	-2
COc1cccc(CNC(=O)N[C@@H](CC(C)C)C(=O)O)c1	-11	-4	1	50*	-3	.	3	-5
O=C(NCCCN1CCCC1=O)c1ccc(Cl)c(S(=O)(=O)N2CCCCC2)c1	.	-6	1	11	4	6	5	3
O=C(/C=C/c1cccc([N+](=O)[O-])c1)NCc1cccnc1	.	.	-1	.	7	.	-8	1
Cc1ccccc1C(=O)NC(=S)Nc1cccc(NC(=O)C(C)C)c1	-3	-20	.	-5	-1	-10	.	.
CN(C(=O)COC(=O)c1ccccc1NCCO)C1CCS(=O)(=O)C1 (stereo not drawn)	.	3	0	8	2	-15	-2	0
CO[C@H]1CN(C)C(=O)c2cc(NS(C)(=O)=O)ccc2OC[C@H](C)N(C(=O)c2ccc3c(c2)OCO3)C[C@@H]1C	1	-5	-1	0	-3	-2	-2	-12
C[C@@H]1CCCCO[C@H](CN(C)S(=O)(=O)c2cccs2)[C@@H](C)CN([C@@H](C)CO)C(=O)c2cc(NC(=O)Nc3ccc(F)cc3)ccc2O1	-4	-9	5	-2	14	27	-8	-71
COc1ccc(CC(=O)Nc2cccnc2)cc1	-2	-3	4	7	11	-20	2	0
CO[C@@H]1CN(C)C(=O)c2cc(NC(=O)NC(C)C)ccc2OC[C@@H](C)N(Cc2ccccc2)C[C@@H]1C	-2	0	0	-6	2	13	-1	23
Cc1cc(/C=N/O)c(C)n1-c1ccc(Br)cc1	.	-8	-1	-2	-6	12	-1	.
COc1ccc(S(=O)(=O)N(C)C[C@H]2Oc3c(NC(=O)Nc4ccc(C(F)(F)F)cc4)cccc3C(=O)N([C@H](C)CO)C[C@@H]2C)cc1	-3&5	21	1	-16	-3	6	-3	7
COc1ccc(NC(=O)N(C)C[C@H]2Oc3ccc(NC(=O)Nc4ccc(F)cc4)cc3CC(=O)N([C@@H](C)CO)C[C@@H]2C)cc1	-7	2	-2	-4	0	.	-6	9
COc1ccc(OC)c(NC(=O)Nc2nnc([C@@H]3O[C@H](CO)[C@@H](O)[C@H]3O)s2)c1	5	2	-1	7	.	-10	-6	7
CCOC(=O)c1c(NC(=O)COC(=O)/C=C/c2ccco2)sc2c1CC(C)(C)NC2(C)C	.	-7	1	-38	3	7	-4	1
Cc1nc(SCc2ccccc2)c2ccsc2n1	6	-7	.	8	-4	4	.	.
Cc1[nH]c2ccccc2c1CCNS(=O)(=O)c1ccc(S(N)(=O)=O)cc1	-9	-11	0	11	6	11	0	0
C[C@H]1CN([C@@H](C)CO)C(=O)Cc2cc(NS(=O)(=O)c3cccs3)ccc2O[C@@H]1CN(C)Cc1ccc(C(F)(F)F)cc1	1	5	4	-21	10	17	1	0
O=C(C1=C(O)C(=O)N(Cc2ccco2)C1c1cccc(O)c1)c1ccco1 (stereo not drawn)	7	5	1	-10	2	1	-1	4
COC(=O)[C@H](CCSC)NC(=O)Nc1ccc(C)c(C)c1	-23	.	0	.	-16	.	0	.
CCNC(=O)CC1SC(=Nc2cccc3ccccc23)N(C)C1=O (stereo not drawn)	.	-10	1	1	.	5	3	0

Continued, starting with the last 3 of the part before.
SMILES	PGC1a acetyl inh	LGR2 antag	Cneo AK release	INS-1E GSIS act	ARNT-TACC3 inh	PAX8 inh HTS	PglD inh	Statin myotox sup
O=C(C1=C(O)C(=O)N(Cc2ccco2)C1c1cccc(O)c1)c1ccco1 (stereo not drawn)	7	5	1	-10	2	1	-1	4
COC(=O)[C@H](CCSC)NC(=O)Nc1ccc(C)c(C)c1	-23	.	0	.	-16	.	0	.
CCNC(=O)CC1SC(=Nc2cccc3ccccc23)N(C)C1=O (stereo not drawn)	.	-10	1	1	.	5	3	0
S=c1[nH]nc(-c2ccccc2)n1CC1CCCO1 (stereo not drawn)	10	.	1	.	2	.	-20	2
O=C(NCC1CC1)[C@H]1[C@H](CO)[C@H]2Cn3c(cccc3=O)[C@H]2N1C(=O)Nc1ccccc1	.	8	.	5	.	.	2	-22
COc1ccc(S(=O)(=O)Nc2nccs2)cc1OC	10	-3	.	-4	-6	-11	.	.
CCC(SC1=N/C(=C/c2ccccc2OC)C(=O)N1c1ccccc1)C(=O)Nc1cc(C)on1 (stereo not drawn)	8	-3	0	-19	-2	.	2	2
COc1ccc(CCN2CC(C(=O)N(C)CCOc3ccccc3)CCC2=O)cc1 (stereo not drawn)	5	-13	-2	1	-1	9	1	1
CO[C@H](CN(C)C(=O)c1ccccc1F)[C@@H](C)CN([C@@H](C)CO)S(=O)(=O)c1ccccc1	-7	6	-3	6	-13	.	4	-5
CCOCCCn1c(C)nc2c(c1=O)c1nc3ccccc3nc1n2CCC1=CCCCC1	-2	.	2	.	-29	.	5	11
CCN(CC)C(=O)c1sc(NC(=S)N2CCN(C(=O)C3CCCO3)CC2)c(C(=O)OC)c1C (stereo not drawn)	11	-20	2	-11	1	19	-6	16
Cc1c(C)n(C)c2ccc(C(=O)N3CCN(c4ccccn4)CC3)cc12	-21	-12	-1	13	-3	0	1	11
Cc1c(C(=O)N2CCCC2(C)C(=O)NCC(C)C)oc2ccccc12 (stereo not drawn)	4	-8	-1	4	.	.	-2	8
O=C(c1ccc(Cl)cc1)C(CN1CCCCC1)c1ccccc1 (stereo not drawn)	22	2	0	-11	-4	32	0	6
Cc1cccc(-n2c(O)c(C=Nc3ccc(O)cc3)c3ccccc3c2=O)n1	.	6	.	5	-1	8	.	.

Rewritten in CSV form: 2 of the compounds above.
smiles,PGC1a acetyl inh,LGR2 antag,Cneo AK release,INS-1E GSIS act,ARNT-TACC3 inh,PAX8 inh HTS,PglD inh,Statin myotox sup
Cc1cccc(-n2c(O)c(C=Nc3ccc(O)cc3)c3ccccc3c2=O)n1,.,6,.,5,-1,8,.,.
COc1ccc(S(=O)(=O)Nc2nccs2)cc1OC,10,-3,.,-4,-6,-11,.,.

Compound profiles, from the list above:
CCN(CC)C(=O)c1sc(NC(=S)N2CCN(C(=O)C3CCCO3)CC2)c(C(=O)OC)c1C (stereo not drawn) is entered as PGC1a acetyl inh: 11; LGR2 antag: -20; Cneo AK release: 2; INS-1E GSIS act: -11; ARNT-TACC3 inh: 1; PAX8 inh HTS: 19; PglD inh: -6; Statin myotox sup: 16
COc1ccc(S(=O)(=O)Nc2nccs2)cc1OC is entered as PGC1a acetyl inh: 10; LGR2 antag: -3; Cneo AK release: .; INS-1E GSIS act: -4; ARNT-TACC3 inh: -6; PAX8 inh HTS: -11; PglD inh: .; Statin myotox sup: .

Remaining list, next part:
SMILES	PGC1a acetyl inh	LGR2 antag	Cneo AK release	INS-1E GSIS act	ARNT-TACC3 inh	PAX8 inh HTS	PglD inh	Statin myotox sup
O=C(c1cccnc1)N1CCCc2ccccc21	0	-2	3	14	4	.	7	-16
COc1ccc(C)cc1S(=O)(=O)N(C)CC(=O)NCc1ccco1	-13	.	-2	.	0	.	-1	-17
Cc1ccc(-c2cc(C(=O)N3CCN(c4ccccc4O)CC3)c3ccccc3n2)o1	.	-25	-4	3	3	-93	1	.
COC(=O)[C@@H](CC(C)C)N(Cc1ccccc1)S(=O)(=O)N(Cc1ccccc1)[C@@H](CC(C)C)C(=O)OC	.	9	-3	-19	-3	4	-1	-16
C[C@@H]1CN([C@@H](C)CO)S(=O)(=O)c2ccc(Br)cc2O[C@H]1CN(C)Cc1cccc(F)c1	-9	15	-2	9	3	.	1	.
COC(=O)C1CN(C(=O)C(C)Oc2ccccc2F)c2ccccc2O1 (stereo not drawn)	.	5	-1	-1	-11	5	6	-1
C[C@H]1CCCCO[C@H](CN(C)C(=O)Nc2ccc(C(F)(F)F)cc2)[C@@H](C)CN([C@@H](C)CO)C(=O)c2cc(NC(=O)CCC(F)(F)F)ccc2O1	11	22	1	-6	8	87*	1	.
C[C@@H]1CN([C@H](C)CO)C(=O)Cc2cc(NC(=O)Nc3ccc4c(c3)OCO4)ccc2O[C@H]1CN(C)S(=O)(=O)c1cccs1	-1	-9	0	2	14	-30	0	6
CSCCC(NC(=O)c1ccccc1Cl)C(=O)N1CCN(c2ccccn2)CC1 (stereo not drawn)	2	5	0	-3	-4	9	-3	.
CN1C[C@@H]2[C@@H]3C(=O)N(Cc4ccccc4)C(=O)[C@@H]3[C@](Cc3ccccc3)(C1=O)N2C(=O)c1ccc(Cl)c(Cl)c1	2	1	3	-35	1	35	-2	-4
CN1CCN(C(=O)C[C@H]2CC[C@@H]3[C@H](COC[C@@H](O)CN3C(=O)C3CC3)O2)CC1	3	1	-4	4	-8	10	1	2
CN(C)CCN(C)C1CN(Cc2ccc(F)cc2)S(=O)(=O)C1 (stereo not drawn)	-5	-4	1	-8	.	6	4	-6
Cc1nc2ccccc2c2c1C(=O)N(c1cccc(C(=O)O)c1)C2=O	5	-20	.	3	-20	-9	.	.
COc1ccc(NC(=O)c2cc(Cl)ccc2NC(=O)c2ccco2)c(OC)c1	4	.	1	.	-1	4	1	3
Cc1ccc(C2=NOC(C)(c3sc(-c4ccc(Cl)cc4)nc3C)C2)cc1 (stereo not drawn)	0	1	-1	10	-12	-87	-1	2
CCN(CC)S(=O)(=O)c1ccc(N=Cc2c(C)c(C#N)c(=O)n(C)c2O)cc1	.	2	.	-11	-5	-3	.	.
CSc1cc(C)n(-c2ccccc2C)c(=S)c1C(C)=O	-5	-3	1	6	0	.	1	2
COc1ccc2ccccc2c1/C=N/NC(=S)NCCN1CCOCC1	.	28	.	-10	-1	-12	.	.
C[C@@H]1CN([C@@H](C)CO)C(=O)Cc2cc(NC(=O)C3CCCCC3)ccc2O[C@H]1CN(C)C(=O)Nc1cccc2ccccc12	3	3	0	8	-3	.	-5	0
COc1ccccc1[C@@H]1C(c2ccccc2)=NN(c2ccc(Br)cc2)[C@H]1C(=O)N1CCOC1=O	-17	12	0	-1	-12	12	-4	6
CC(=O)c1sc(NC(=O)CCOc2ccccc2)nc1C	.	-24	.	3	-5	-14	.	.

Molecules above that contain bromine, in the order listed:
SMILES	PGC1a acetyl inh	LGR2 antag	Cneo AK release	INS-1E GSIS act	ARNT-TACC3 inh	PAX8 inh HTS	PglD inh	Statin myotox sup
Cc1cc(/C=N/O)c(C)n1-c1ccc(Br)cc1	.	-8	-1	-2	-6	12	-1	.
C[C@@H]1CN([C@@H](C)CO)S(=O)(=O)c2ccc(Br)cc2O[C@H]1CN(C)Cc1cccc(F)c1	-9	15	-2	9	3	.	1	.
COc1ccccc1[C@@H]1C(c2ccccc2)=NN(c2ccc(Br)cc2)[C@H]1C(=O)N1CCOC1=O	-17	12	0	-1	-12	12	-4	6
